RGS4 act: potentiators or activators of RGS4. HEK293 M3R/inducible RGS4, carbachol calcium flux Fluo4; hits give low values. B-score at 10 µM. 310,000 compounds, 0.92% hits;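 active = B-score of the integrated calcium signal more than 4 SD below the library mean, with starting fluorescence not abnormally high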;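 also: negative B-score means reduced calcium response which marks RGS4 activation or potentiation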
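Assay system: HEK293 FlpIn-TREx cells, stable M3R, doxycycline-inducible RGS4 / Probe or stimulus: carbachol, ECmax concentration / Times: overnight RGS4 induction, 30 min dye load 37 °C, 20 min compound RT / Signal: kinetic calcium fluorescence imaging with Fluo4-AM dye, 2 µM / Measure: Agonist-evoked peak-minus-minimum fluorescence over baseline, integrated ratio, B score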
SKKanGAS inh: inhibitors of SKKanGAS S. pyogenes growth in kanamycin (SK-promoter or general growth effect); BacTiter-Glo, 6 h; inhibition, % at 7.5 µM; 300,000 compounds, 1.3% hits;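 active = mean replicate score, as percent of positive control median, at least 50; inconclusive = mean below 50 but one replicate at or above 50; inactive = mean and every replicate below 50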;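 also: strain carries kanamycin resistance gene driven by streptokinase promoter and grows in 40 µg/ml kanamycin; loss of luminescence reflects streptokinase promoter inhibition or plain growth inhibition; 0% = median of DMSO wells and 100% = positive control at its reference dose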
TMEM16A inh: blocks the mouse calcium-activated chloride channel TMEM16A; HEK293 TMEM16A/YFP iodide influx fluorescence, ionomycin; normalized B-score (activity score, 25-100; higher = stronger inhibition) at 10 µM; 310,000 compounds, 1.2% hits; AID 588511;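 active = ratio plate-corrected score three or more library SD toward inhibition, starting fluorescence score within five deviations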;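 also: score derived from kinetic fluorescence span divided by baseline fluorescence per well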
Target sequence (Q8BHY3 whole entry, looked up): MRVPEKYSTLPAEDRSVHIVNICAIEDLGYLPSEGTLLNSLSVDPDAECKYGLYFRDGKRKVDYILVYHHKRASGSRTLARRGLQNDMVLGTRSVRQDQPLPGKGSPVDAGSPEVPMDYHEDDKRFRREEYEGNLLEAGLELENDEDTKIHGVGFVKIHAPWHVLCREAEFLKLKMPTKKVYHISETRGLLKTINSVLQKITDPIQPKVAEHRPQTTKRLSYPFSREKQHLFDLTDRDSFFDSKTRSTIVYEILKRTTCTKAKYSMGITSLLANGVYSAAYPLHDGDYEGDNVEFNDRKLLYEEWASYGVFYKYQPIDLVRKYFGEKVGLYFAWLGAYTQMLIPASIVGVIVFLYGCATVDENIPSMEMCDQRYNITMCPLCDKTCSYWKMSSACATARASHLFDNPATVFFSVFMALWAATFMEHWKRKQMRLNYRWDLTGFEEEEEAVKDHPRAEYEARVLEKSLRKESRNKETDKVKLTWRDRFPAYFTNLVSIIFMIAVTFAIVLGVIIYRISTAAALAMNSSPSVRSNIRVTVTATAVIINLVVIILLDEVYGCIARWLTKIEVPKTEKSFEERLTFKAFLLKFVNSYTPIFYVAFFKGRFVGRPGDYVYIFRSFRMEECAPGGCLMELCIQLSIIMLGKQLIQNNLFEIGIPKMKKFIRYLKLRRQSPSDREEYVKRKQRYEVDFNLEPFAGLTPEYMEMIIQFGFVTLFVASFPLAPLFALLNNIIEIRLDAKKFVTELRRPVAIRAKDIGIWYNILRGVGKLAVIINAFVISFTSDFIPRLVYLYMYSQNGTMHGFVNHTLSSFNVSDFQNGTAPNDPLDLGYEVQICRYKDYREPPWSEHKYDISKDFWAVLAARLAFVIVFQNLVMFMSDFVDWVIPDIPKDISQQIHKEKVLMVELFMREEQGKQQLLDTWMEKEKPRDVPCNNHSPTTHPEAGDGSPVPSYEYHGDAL
TRPC6 inhibitor: mouse TRPC6 channel inhibition; Q61143; HEK293-TRPC6, membrane potential dye, ACh-evoked depolarization; hits give low values; B-score at 10 µM; 310,000 compounds, 1.1% hits; AID 2553;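 active = B-score under library mean minus 3 SD, initial fluorescence not abnormally high, positive integrated signal ratio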;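 also: B-score derived from integrated fluorescence ratio over the kinetic read; more negative B-score means stronger inhibition of depolarization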
RGS4 inh: human RGS4 inhibition; HEK293 M3R/RGS4 inducible, Fluo-4 calcium flux; hits give high values; triggered by carbachol at its EC20; B-score at 10 µM; 310,000 compounds, 0.45% hits; AID 463165;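 active = B-score, a plate-corrected calcium signal, over three deviations above library mean, with baseline fluorescence within five deviations of library mean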;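 also: RGS4 expression induced by doxycycline in cells with stable M3 receptor; B-score is computed from the integrated fluorescence ratio over baseline after carbachol; higher B-score means a larger calcium signal and so more RGS4 inhibition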
ANO1 activ: activators or potentiators of mouse TMEM16A chloride channel; Q8BHY3; HEK293 TMEM16A/YFP-H148Q/I152L, iodide quench fluorescence; hits give low values; B-score at 10 µM; 340,000 compounds, 0.3% hits;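 active = fluorescence-ratio B-score plate-corrected deviation score at least 3 library SD below zero, with starting fluorescence score within 5 deviations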;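 also: channel opened by trigger with iodide after compound preincubation; score built on the fluorescence ratio of max minus min over baseline; more negative score means more quench and so TMEM16A activation or potentiation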
MrgX1 antag: blocks BAM8-22 activation of human MrgX1 receptor. Q96LB2. 310,000 compounds, 1.3% hits. MRGX1-HEK293 calcium flux, Fluo-4, BAM8-22 antagonism; hits give low values. B-score at 10 µM;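 active = calcium-response B-score plate-corrected more than 3 library SD below zero, starting fluorescence within 5 deviations, no agonist response on first addition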;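 also: peak minus trough fluorescence over baseline after final BAM8-22 challenge near maximal dose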
HDAC3 inh: inhibitors of human histone deacetylase 3; O15379; recombinant HDAC3, fluorogenic peptide/trypsin coupled, fluorescence; inhibition, % at 8.3 µM; 320,000 compounds, 0.15% hits; AID 2718; in the data active = inhibition above about 26%, passing the limit was not always enough; inconclusive = no clear call, values can overlap the other calls
MrgX1 ag: activates human MrgX1 receptor signaling; Q96LB2; MrgX1-HEK293 cells, Fluo-4 calcium fluorescence, agonist mode; hits give high values; B-score at 10 µM; 310,000 compounds, 0.44% hits; AID 588627;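 active = calcium response B-score plate-corrected fluorescence ratio at least 3 library SD, with starting fluorescence B-score inside 5 SD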
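Assay system: MrgX1-expressing HEK293 cells / Amount: fifteen thousand cells per well / Doses: test compound in the initial addition of three / Timing: cells plated overnight, dye loaded 0.5 h 37 °C, 0.5 h room temperature / Technique: kinetic calcium dye fluorescence, Fluo-4 NW / Control set: positive and negative controls per plate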
MrgX1 PAM: allosterically activates human MrgX1 receptor signaling; Q96LB2; MrgX1-HEK293, Fluo-4 calcium flux, FDSS; hits give high values; B-score at 10 µM; 310,000 compounds, 0.63% hits; AID 588675;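 active = plate-corrected calcium response at least 3 library SD above typical, normal starting fluorescence, not activating the receptor alone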;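 also: compound read alongside a low EC10 to EC30 dose of BAM8-22 agonist; peak minus trough fluorescence over baseline measured at the second addition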
TRPC6 activator: activators of mouse TRPC6 channel. Q61143. HEK293-TRPC6 membrane potential dye fluorescence; hits give high values. B-score at 10 µM. 310,000 compounds, 0.13% hits. AID 2550;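 active = B-score of the integrated fluorescence ratio above library mean plus 3 SD, and starting fluorescence ratio within library mean plus 5 SD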;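 also: higher score means more depolarization so channel activation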
Numbers without * were called inactive; i = inactive; u = inconclusive; x = not tested or not shown.

SMILES | RGS4 act | SKKanGAS inh | TMEM16A inh | TRPC6 inhibitor | RGS4 inh | ANO1 activ | MrgX1 antag | HDAC3 inh | MrgX1 ag | MrgX1 PAM | TRPC6 activator
CC1(C)C([N+](=O)[O-])C(c2ccc(Cl)cc2)NC(c2ccc(Cl)cc2)C1[N+](=O)[O-] (stereo unspecified) | i | 38 | i | i | i | i | i | -3 | i | i | i
Cc1cccc(-c2noc(CCCC(=O)NC3CCCCC3)n2)c1 | i | -10 | i | i | i | i | i | 1 | i | i | i
CC1(c2ccc3ccccc3c2)NC(=O)NC1=O (stereo unspecified) | i | -1 | i | i | i | i | i | -3 | i | i | i
COc1ccc(Cc2nc3ccc(C(=O)NCCSC)cc3o2)cc1 | i | -6 | i | i | i | i | i | -1 | i | i | i
CC(C)(C)C(=O)Nc1ccc(/C=C/C(=O)c2ccco2)cc1 | i | 7 | i | i | i | i | i | 5 | i | i | i
COc1ccc(NC(=S)N(CCN(C)C)C(C)c2ccco2)cc1Cl (stereo unspecified) | i | -7 | i | i | i | i | i | -1 | i | i | i
COc1ccc(-c2cc(C(=O)N3CCCCCC3)no2)cc1 | i | 25 | i | i | i | i | i | -8 | i | i | i
c1ccc([C@H]2CC3C[C@@H](c4ccccc4)N2O3)cc1 | i | 0 | i | i | i | i | i | x | i | i | i
COc1ccc(CCN=C(NS(=O)(=O)c2ccccc2)c2ccccc2)cc1OC | i | 1 | i | i | i | i | i | -1 | i | i | i
COc1ccc2c(c1)oc(=O)c1c3ccccc3[nH]c21 | i | 18 | x | i | i | i | x | x | x | x | i
COc1cnc(-c2ccccn2)nc1Sc1ccc(C)cc1 | i | 67* | i | i | i | i | i | -1 | i | i | i
CCN(CC)S(=O)(=O)c1ccc(Cl)c(C(=O)Nc2cc(C)nn2-c2ccccc2)c1 | i | 0 | i | i | i | i | i | 3 | i | i | i
CCCCNC(=S)N(CCO)Cc1cc2cc3c(cc2[nH]c1=O)OCCO3 | i | -2 | i | i | i | i | i | u | i | i | i
OCC1CCCN(c2ncnc3scc(-c4ccccc4)c23)C1 (stereo unspecified) | i | -5 | i | i | i | i | i | -10 | i | 6.5* | i
Cc1cccc(N(C)C(=O)c2cc3cc4ccc(C)cc4nc3o2)c1 | i | 5 | x | i | i | i | x | x | x | x | i
O=c1oc2ccccc2c2[nH]ccc12 | i | 4 | i | i | i | i | i | u | i | i | i
CCC(C)NC(=O)c1c(C)cc(=O)oc1C (stereo unspecified) | i | -6 | i | i | i | i | i | 6 | i | i | i
O=C(NNC(=O)c1ccccc1OCc1ccc(F)cc1)c1ccncc1 | i | -3 | i | i | i | i | i | 5 | i | i | i
NC(=O)[C@@H]1CCCN1Cc1nc(Cc2cccc(C(F)(F)F)c2)no1 | i | -5 | i | i | i | i | i | -3 | i | i | i
N/C(=N\OC(=O)c1cnn(-c2ccccc2)c1C(F)(F)F)c1cc(C(F)(F)F)cc(C(F)(F)F)c1 | i | 12 | i | i | i | i | i | 1 | i | i | i
CCCOc1cccc(-c2cc(C(=O)N/N=C/c3ccccn3)c3ccccc3n2)c1 | -9.1* | 92* | i | i | i | i | i | 8 | i | i | i
CN1CCC(N(C)CC(C)(C)NS(=O)(=O)c2ccccc2)CC1 | i | -4 | i | i | i | i | i | -9 | i | i | i
Nc1nc2n(n1)C(c1ccco1)CC(c1ccc(Cl)c(Cl)c1)N2 (stereo unspecified) | i | 16 | i | i | i | i | i | 3 | i | i | i
CCc1ccc(NC(=O)CSc2nnc(-c3n[nH]c4ccccc34)n2-c2ccccc2)cc1 | i | 9 | i | i | i | i | i | -1 | i | i | i
CCOC(=O)c1cc(-c2ccccc2)sc1NC(=O)C(C)Sc1nnc(C)s1 (stereo unspecified) | i | 11 | i | i | i | i | i | u | i | i | i
O=C(Oc1cccc(OC(=O)N2CCCCC2)c1)N1CCCCC1 | i | 0 | i | i | i | i | i | 0 | i | i | i
CC(C)(C)C(=O)N=C1SC2CS(=O)(=O)CC2N1c1ccc2c(c1)OCO2 (stereo unspecified) | i | 2 | i | i | i | i | i | 3 | i | i | i
O=C(NC1CC1)C1CCCN(C(=O)Nc2ccc(F)cc2)C1 (stereo unspecified) | i | -1 | i | i | i | i | i | 1 | i | i | i
COC(=O)c1cc2sccc2n1CC(=O)Nc1cc(OC)cc(OC)c1 | i | 6 | i | i | i | i | i | x | i | i | i
N#Cc1ccc(-c2nc3ccc(Br)cc3c(=O)n2O)cc1 | i | 5 | i | i | i | i | i | -6 | i | i | i
Cc1ccc(C2(c3noc(CN(C)CC4CCCCO4)n3)CCCC2)cc1 (stereo unspecified) | i | -10 | i | i | i | i | i | 4 | i | i | i
CCOc1ccc(/C=N/NC(=O)c2cc(-c3ccco3)nc3ccccc23)cc1 | i | -16 | i | i | i | i | i | 5 | i | i | i
NS(=O)(=O)c1ccc(CCN2C(=O)CCC2=O)cc1 | i | -2 | i | i | i | i | i | -7 | i | i | i
CCOc1ccc(NC(=O)C2CCCN2S(=O)(=O)c2ccc3c(c2)C(C)(C)C(=O)N3C)cc1 (stereo unspecified) | i | -6 | i | i | i | i | i | 7 | i | i | i
Cc1ccccc1-n1c(SCC(=O)N2CCOCC2)nc(O)cc1=O | i | 1 | i | i | i | i | i | 0 | i | i | i
O=C(COC(=O)/C=C/c1ccc(Cl)cc1)NCCc1ccccc1 | i | -24 | i | i | i | i | i | -1 | i | i | i
COc1ccc(OC)c(N(CC(=O)N2CCCCC2)S(=O)(=O)c2ccc(OC)c(OC)c2)c1 | i | -1 | i | i | i | i | i | 0 | i | i | i
CC(C)CN(C(=O)COC(=O)c1ccc2c(c1)OCO2)c1c(N)n(Cc2ccccc2)c(=O)[nH]c1=O | i | 2 | i | i | i | i | i | -3 | i | i | i
O=C(C(NS(=O)(=O)c1cccs1)c1ccccc1)N1CCN(c2ccccc2F)CC1 (stereo unspecified) | i | -9 | i | i | i | i | i | 3 | i | i | i
CC1CC(C)CN(S(=O)(=O)N2CCC(C(=O)NCc3ccco3)CC2)C1 (stereo unspecified) | i | 3 | i | i | i | i | i | -4 | i | i | i
CCN1CCCC1CNC(=O)c1cc([N+](=O)[O-])c(N(C)C)cc1OC (stereo unspecified) | i | 1 | i | i | i | i | i | 1 | i | i | i
O=C(c1ccco1)N1CCCN(Cc2nc(Cc3ccccc3)no2)CC1 | i | 7 | i | i | i | i | i | -1 | i | i | i
Cc1nnc(N/N=C/c2ccco2)n1N | i | 16 | i | i | i | i | i | -5 | i | i | i
CCC(=O)NNc1cc(=O)c2c(=O)n(C)c(=O)n(C)c2[nH]1 | i | 1 | i | i | i | i | i | 0 | i | i | i
COc1cc(CNc2ccc(O)cc2)cc(Br)c1OCc1ccccc1F | i | 1 | i | i | i | i | i | 8 | i | i | i
O=C(COC(=O)c1ccccc1NS(=O)(=O)c1ccc(Cl)cc1)NCc1ccccc1 | i | 14 | 100* | i | i | i | i | 4 | i | i | i
Cc1nc2c3ccccc3n(CC#N)c(=O)n2n1 | i | -3 | i | i | i | i | i | 0 | i | i | i
O=C(NNC(=O)c1cccnc1SCc1cccc([N+](=O)[O-])c1)c1ccccn1 | i | 75* | i | i | i | i | i | -5 | i | i | i
O=C(NCc1ccco1)/C(=C\c1cccs1)NC(=O)c1ccccc1 | i | 0 | i | i | i | i | i | 11 | i | i | i
CCOc1ccc(-c2nc(N)ncc2Oc2ccccc2Br)c(O)c1 | i | 11 | i | i | i | i | i | 5 | i | i | i
COC(=O)c1ccccc1NC(=O)Cn1c(SC)c(F)cnc1=O | i | -18 | i | i | i | i | i | -2 | i | i | i
COc1ccc(N(C(=O)COc2cccc(C)c2)S(=O)(=O)c2ccc(C)cc2)cc1 | i | 5 | i | i | i | i | i | 10 | i | 18* | i
CC1CCN(S(=O)(=O)c2ccc3c(ccn3CCC(=O)N3CCCCC3)c2)CC1 | i | 3 | i | -6.2* | i | i | i | 1 | i | i | i
CCSc1nnc(-c2ccncc2)o1 | i | 6 | i | i | i | i | i | 7 | i | i | i
CCOc1ccc(-c2nnc3ccc(SC(C)C)nn23)cc1 | i | 57* | i | i | i | i | i | 3 | i | i | i
Cc1cc(C)c(S(=O)(=O)Nc2cccc3nsnc23)c(C)c1 | i | 7 | i | i | i | i | i | 0 | i | i | i
Cc1ccc(S(=O)(=O)/N=C2\C=C(Nc3cccc(C(=O)O)c3)C(=O)c3ccccc32)cc1 | i | 87* | 25* | i | i | i | i | 7 | i | i | i
COc1cc2cc3c(N)c(C(=O)Nc4sc(C)c(C)c4C#N)sc3nc2cc1OC | i | 18 | i | i | i | i | -6.2* | 3 | i | i | i
CCNC(=O)CN(c1ccccc1)S(=O)(=O)c1ccc(Cl)cc1 | i | -4 | i | i | i | i | i | -1 | i | i | i
Cc1cccc2cc(CN(Cc3cccs3)S(=O)(=O)c3ccc4c(c3)OCCO4)c(=O)[nH]c12 | i | 10 | i | i | i | i | i | 0 | i | i | i

The results go on.
SMILES | RGS4 act | SKKanGAS inh | TMEM16A inh | TRPC6 inhibitor | RGS4 inh | ANO1 activ | MrgX1 antag | HDAC3 inh | MrgX1 ag | MrgX1 PAM | TRPC6 activator
CC(C)(C)c1ccc(C(=O)C2CCCN(C(=O)CN3CCCC3=O)C2)cc1 (stereo unspecified) | i | 4 | i | i | i | i | i | -2 | i | i | i
O=C(Nc1ccc(Cl)cc1)Nc1nc(-c2sccc2Br)cs1 | i | 6 | i | i | i | i | i | -10 | i | i | i
O=C(Cn1nc(C(=O)O)c2ccccc2c1=O)Nc1ccc(Br)cc1 | i | 4 | i | i | i | i | i | -2 | i | i | i
OCCC1CN(Cc2cccc3nonc23)CCN1C1CCCCC1 (stereo unspecified) | i | -1 | i | i | i | i | i | -2 | i | i | i

Quoted from the listing:
`OCCC1CN(Cc2cccc3nonc23)CCN1C1CCCCC1` (stereo unspecified) @ SKKanGAS inh = -1
`O=C(Nc1ccc(Cl)cc1)Nc1nc(-c2sccc2Br)cs1` @ HDAC3 inh = -10
